ERG Ets-DNA blk = qHTS for Small Molecule Inhibitors of the ERG Ets/DNA interaction | Potency, µM (series often up to 76.9 µM), for inactives: top-dose FP activity, negative = inhibition, most hits filed as inhibitors | AID 624246, 2012 | Transcriptional regulator ERG (Homo sapiens), P11308 | fluorescence polarization, His-ERG Ets domain / labelled DNA | hit rate 0.028% among 370,000; active = well fitted inhibition curve with a large enough effect in the polarisation, with a control signal flat; inconclusive = small, poorly fitted or top-dose-only effect, or effect the other way, or a change in a side signal; inactive = no such curve, though single readings can be large or run the other way; the % refers to the polarisation;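 also: polarization taken with two DNA probes labelled with fluorescein and Texas red; % of control where 0% means no effect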
Target sequence (P11308 whole entry, looked up, the tested form may be a part): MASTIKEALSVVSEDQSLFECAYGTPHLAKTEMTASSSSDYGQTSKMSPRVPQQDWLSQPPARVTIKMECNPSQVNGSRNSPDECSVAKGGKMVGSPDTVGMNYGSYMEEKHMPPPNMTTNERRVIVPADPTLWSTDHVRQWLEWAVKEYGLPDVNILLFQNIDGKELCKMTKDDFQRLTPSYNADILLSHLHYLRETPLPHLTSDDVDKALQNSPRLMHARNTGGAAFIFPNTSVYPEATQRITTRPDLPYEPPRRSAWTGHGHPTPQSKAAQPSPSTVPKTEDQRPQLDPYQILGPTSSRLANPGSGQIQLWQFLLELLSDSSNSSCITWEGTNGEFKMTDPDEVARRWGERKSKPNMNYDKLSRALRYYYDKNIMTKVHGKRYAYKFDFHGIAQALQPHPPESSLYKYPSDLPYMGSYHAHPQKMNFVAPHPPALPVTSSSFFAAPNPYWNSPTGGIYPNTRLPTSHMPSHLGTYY
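His-tagged ERG Ets domain (1 uM in the protein solution; 300mM KCl, 50mM Tris-HCl, 1mM EDTA, 1mM DTT, pH 7.5) received compound, then a probe mix of 5 nM fluorescein-DNA and 100nM Texas-615-DNA. Fluorescence polarization was read for both dyes.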
RGS4 inhibitor = Inhibitors of Regulator of G Protein Signaling (RGS) 4: qHTS; Regulator of G-protein signaling 4 (Homo sapiens), P49798; Potency, µM (doses to about 114 µM), without a hit: at the highest dose activity change, negative = inhibition, usual class: inhibitors; hit rate 0.039% among 390,000; AID 504845, 2011; Transcreener GDP fluorescence polarization, RGS4-accelerated GTP hydrolysis; also: % is scaled to controls: 0 for no effect and ±100 for the full control effect; nearly all actives have a fitted effect of over 75% in size; some results filed as inactive show a strong effect at the top dose
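MLSMR compounds (23 nl, pin-transferred) preincubated 10 min at room temperature with a 500nM (2x) first reagent, then RGS4 at 900nM (2x) plus Transcreener GDP mix added; fluorescence polarization (620/688 nm) read before and after 90 min at 30 °C.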
PGK inhibitor = qHTS Assay to Find Inhibitors of Phosphoglycerate Kinase; hit rate 0.043% among 380,000; PGK/GAPDH coupled, Kinase-Glo luminescence, 60 min; Potency, µM (highest dose often 57.5 µM), inactives show top-dose activity change, negative = inhibition, most hits filed as inhibitors; Phosphoglycerate kinase, glycosomal (Trypanosoma brucei brucei), P07378; also: % is scaled to controls: 0 for no effect and ±100 for the full control effect; nearly all actives have a fitted effect of over 60% in size
Target sequence (P07378 whole entry, looked up): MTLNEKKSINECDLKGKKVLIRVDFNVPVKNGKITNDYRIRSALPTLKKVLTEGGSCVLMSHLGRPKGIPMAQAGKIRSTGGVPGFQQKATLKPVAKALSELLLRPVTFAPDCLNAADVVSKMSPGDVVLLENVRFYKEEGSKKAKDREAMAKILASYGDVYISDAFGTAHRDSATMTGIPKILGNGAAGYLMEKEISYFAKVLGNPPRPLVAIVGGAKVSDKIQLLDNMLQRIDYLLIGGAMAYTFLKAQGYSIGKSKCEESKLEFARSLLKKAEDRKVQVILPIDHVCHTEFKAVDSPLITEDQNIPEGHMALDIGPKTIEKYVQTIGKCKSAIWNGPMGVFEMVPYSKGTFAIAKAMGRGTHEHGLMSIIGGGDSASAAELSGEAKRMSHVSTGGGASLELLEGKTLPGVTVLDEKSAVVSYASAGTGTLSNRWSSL
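Luminescent ATP detection (Kinase-Glo Plus) follows a 60-minute room-temperature incubation, with wells lacking PGK as controls. Buffer: 100 mM TEA (pH 7.6), 5 mM MgCl2, 0.01% Tween-20. Coupling enzyme GAPDH (100 nM final) supplies unstable 1,3-BPG in-well.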
HP1b binding inh = HTS for Inhibitors of HP1-beta Chromodomain Interactions with Methylated Histone Tails | AlphaScreen HP1-beta / biotin-H3K9me3 peptide binding | AID 540317, 2011 | hit rate 0.56% among 390,000 | Chromobox protein homolog 1 (Homo sapiens), P83916 | Potency, µM (doses to about 114 µM), inactives show at the highest dose activity change, negative = inhibition, most hits filed as inhibitors; also: nearly all actives have a fitted effect of over 70% in size; inactives centre near 23
Target sequence (P83916 whole entry, looked up): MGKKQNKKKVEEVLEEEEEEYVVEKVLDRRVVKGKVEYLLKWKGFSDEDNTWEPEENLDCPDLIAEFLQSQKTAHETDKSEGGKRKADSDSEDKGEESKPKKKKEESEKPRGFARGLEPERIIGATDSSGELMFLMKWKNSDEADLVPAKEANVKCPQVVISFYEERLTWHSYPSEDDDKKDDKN
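HP1-beta protein (50 nM final) preincubated 30 min at room temperature with biotinylated H3(1-18)K9me3 peptide (50 nM) in PBS pH 7.4, 0.01% Tween-20, then compound added for 30 min. AlphaScreen streptavidin donor/nickel chelate acceptor beads (10 ug/mL final), 30 min dark, luminescence read.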
Pin1 inh = qHTS Assay to Find Inhibitors of Pin1. Peptidyl-prolyl cis-trans isomerase NIMA-interacting 1 (Homo sapiens), Q13526. hit rate 0.009% among 390,000. Pin1 FP peptide displacement, HiFluor488, 10 min. Potency, µM (highest dose often 115 µM), for the others: at the highest dose activity, negative = inhibition, usual class: inhibitors; active = well fitted inhibition curve with a large enough effect in the polarisation, with a control signal flat, not every such curve was filed as active; inconclusive = small, poorly fitted or top-dose-only effect, or effect the other way, or a change in a side signal; inactive = no such curve, though single readings can be large or run the other way; the % refers to the polarisation; also: % is scaled to controls: 0 for no effect and ±100 for the full control effect
JMJD2A Tudor inh = qHTS Assay for Inhibitors of JMJD2A-Tudor Domain | AlphaScreen JMJD2A-Tudor / H3K4me3 peptide binding | hit rate 4.4% among 390,000 | Potency, µM (top dose mostly 114 µM), without a hit: top-dose activity change, negative = inhibition, usual class: inhibitors; also: % is scaled to controls: 0 for no effect and ±100 for the full control effect; nearly all actives have a fitted effect of over 50% in size
ALOX12 inh = Primary qHTS assay for inhibitors of human arachidonate 12S-lipoxygenase (ALOX12): Round 2 | Polyunsaturated fatty acid lipoxygenase ALOX12 (Homo sapiens), P18054 | purified 12hLO, xylenol orange hydroperoxide absorbance | Potency, µM (series often up to 108 µM), without a hit: at the highest dose activity change, negative = inhibition, hits mostly inhibitors | hit rate 1.1% among 580,000 | AID 1671190, 2021; also: % is scaled to controls: 0 for no effect and ±100 for the full control effect
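Purified human 12hLO (150 nM final) in 25 mM Hepes, 0.01% Triton X-100, pH 7.0 was preincubated 15 min at room temperature with compound. Then 40 uM arachidonic acid was added, 30 min. Hydroperoxide was read by Fe-XO absorbance ratio 573/405 nm.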
TrxR1 inh = qHTS Assay for Inhibitors of Mammalian Selenoprotein Thioredoxin Reductase 1 (TrxR1): qHTS | Potency, µM (highest dose often 114 µM), for inactives: top-dose activity change, negative = inhibition, usual class: inhibitors | hit rate 1% among 390,000 | Thioredoxin reductase 1, cytoplasmic (Rattus norvegicus), O89049 | AID 588453, 2011 | recombinant rTrxR1, NADPH fluorescence consumption, selenite substrate; also: % is scaled to controls: 0 for no effect and ±100 for the full control effect; nearly all actives have a fitted effect of over 65% in size
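Rat TrxR1 (90 nM in the dispensed reagent) was pre-reduced with 400 uM NADPH for 5 min at room temperature, then incubated with compound for 15 min. After 400 uM selenite was added, NADPH fluorescence (Ex 340/Em 450 nm) was followed for 8 min.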
GLS inh = qHTS for Inhibitors of Glutaminase (GLS); GLS enzymatic activity, qHTS titration; Glutaminase kidney isoform, mitochondrial (Homo sapiens), O94925; hit rate 0.21% among 410,000; Potency, µM (series often up to 45.5 µM), inactives show at the top dose activity change, negative = inhibition, actives largely listed as inhibitors; also: % is scaled to controls: 0 for no effect and ±100 for the full control effect
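Compounds were pin-transferred onto hKGA, after which L-glutamine (1 mM solution) and a detection mix of glutamate oxidase, HRP and Amplex Red were added. Initial and 30 min RT fluorescence reads were collected.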
An asterisk follows results filed as active; i = inactive; ? = inconclusive; . = not tested or not shown; & = joins results of further samples; [ ] = dose if it differs, or a comment. Unless noted, calls follow the shape of the dose curve; as a rule, active = well fitted curve in the direction sought with a large enough effect; inconclusive = small, poorly fitted or top-dose-only effect, or another doubt; inactive = no such curve, though single readings can be large; an effect the other way counts as inactive or inconclusive. Potency is read from the fitted curve at half-maximal effect. Some of the compounds tested, so the mix of outcomes need not match the whole.

SMILES	ERG Ets-DNA blk	RGS4 inhibitor	PGK inhibitor	HP1b binding inh	Pin1 inh	JMJD2A Tudor inh	ALOX12 inh	TrxR1 inh	GLS inh
CCOC(=O)C1(Cc2ccc(OC)cc2)CCN(C(=O)CCN2CCCC2=O)CC1	17%	14%	-4%	19%	1%	-4%	0%	30%	0%
c1cnc(N2CCSCC2)nc1	.	2%	.	10%	-2%	-17%	18%	4%	?
CCCC(=O)C1=C(O)C(C(=O)OC)C(C)(C)CC1=NCCc1ccc(OC)c(OC)c1 (stereo unspecified)	-2%	5%	i	14%	0%	-4%[57.1 µM]	2%	13%[57.1 µM]	-17%
CC(Nc1oc(-c2ccco2)nc1C#N)c1ccccc1 (stereo unspecified)	1%	?	i	-11%	0%	-25%	-18%	-12%	8%
COc1ccccc1C1CC(=O)NC(C)=C1C(=O)OCC1CCCO1 (stereo unspecified)	-4%	-6%	i	29%	-3%	6%	-17%	11%[57.1 µM]	2%
O=C(Nc1ccccc1)OCCOc1ccccc1Br	0%	22%	0%	62%[activator]	-12%	34%	-11%	-8%	7%
Clc1ccc2oc(-c3cccnc3)nc2c1	-7%	17%	-4%	30%	7%	-3%	0%	-2%[57.1 µM]	15%
CSc1nn(-c2ccc(C(=O)OC(C(=O)NC(N)=O)C(C)C)cc2)c(=S)s1 (stereo unspecified)	-2%	-8%	1%	16%	4%	-13%	-8%	6%	-1%
COc1ccc(S(=O)(=O)N(CC(=O)NCCSCc2ccccc2)c2ccc(C)cc2)cc1	-13%	1%	5%	23%	3%	-13%	-9%	6%	8%
CCOC(=O)c1c(NC(=O)CN2C(=O)NC3(CCCCC3C)C2=O)sc(C)c1CC (stereo unspecified)	7%	-1%	i	-4%	14%	-34%	5%	17%	-2%
Cc1cccc(C(=O)N2CCc3cc(CNC(=O)CCc4ccccc4)ccc32)c1	4%	0%	-8%	14%	3%	-20%	-22%	12%[57.1 µM]	17%
COc1cccc(NC(=O)Cn2cc(C(=O)c3ccc(C)cc3)c(=O)c3cc(OC)ccc32)c1	-8%	-26%	-5%	21%	201%[activator]	?	-19%	-2%	-3%

Next section, overlapping the part above by 5 compounds.
SMILES	ERG Ets-DNA blk	RGS4 inhibitor	PGK inhibitor	HP1b binding inh	Pin1 inh	JMJD2A Tudor inh	ALOX12 inh	TrxR1 inh	GLS inh
CSc1nn(-c2ccc(C(=O)OC(C(=O)NC(N)=O)C(C)C)cc2)c(=S)s1 (stereo unspecified)	-2%	-8%	1%	16%	4%	-13%	-8%	6%	-1%
COc1ccc(S(=O)(=O)N(CC(=O)NCCSCc2ccccc2)c2ccc(C)cc2)cc1	-13%	1%	5%	23%	3%	-13%	-9%	6%	8%
CCOC(=O)c1c(NC(=O)CN2C(=O)NC3(CCCCC3C)C2=O)sc(C)c1CC (stereo unspecified)	7%	-1%	i	-4%	14%	-34%	5%	17%	-2%
Cc1cccc(C(=O)N2CCc3cc(CNC(=O)CCc4ccccc4)ccc32)c1	4%	0%	-8%	14%	3%	-20%	-22%	12%[57.1 µM]	17%
COc1cccc(NC(=O)Cn2cc(C(=O)c3ccc(C)cc3)c(=O)c3cc(OC)ccc32)c1	-8%	-26%	-5%	21%	201%[activator]	?	-19%	-2%	-3%
O=C(COC(=O)C1CCN(S(=O)(=O)c2cccs2)CC1)c1ccc2c(c1)OCCO2	2%	-17%	-1%	21%	37%[activator]	3%	-7%	-2%	-15%
O=C1CN(c2ccc(Cl)cc2)C2(CCCCC2)S1	1%	-17%	-10%	14%	1%	2%	-5%	-11%	-1%
Oc1ccc(Cl)cc1C1C=C(c2ccc3c(c2)OCO3)NC(c2ccc(Cl)cc2)N1 (stereo unspecified)	.	-17%	.	0%	31%[activator]	-29%	.	?	.
Cc1ccc(C2C3=C(CC(C)(C)CC3=O)OC3=C2C(=O)CC(C)(C)C3)cc1	-1%	-41%	i	33%	-10%	-21%	-3%	30%[57.1 µM]	-1%
COc1cccc(-c2nn(-c3ccccc3)cc2CO)c1	2%	-4%	-3%	50%[activator]	4%	-6%	11%	4%	-11%
O=C(NCc1ccccc1)c1ccc2nccnc2c1	.	-4%	.	38%	-7%	-10%	4%	13%[57.1 µM]	3%
COc1cc(-c2noc(C)c2-c2ccc3[nH]ccc3c2)cc(OC)c1OC	-4%	27%	i	18%	12%	?	.	18%[57.1 µM]	4%
C/C(N)=C(/C#N)C(=O)CSc1n[nH]c(-c2ccccc2Br)n1	12%&6%	27%&-31%	-2%&-2%	14%&53%	-4%&0%	-7%&-17%	?	9%	-21%&-2%
COC(=O)c1scc(-c2ccc(C)cc2)c1S(=O)(=O)N1CCN(c2cccc(Cl)c2)CC1	1%	-24%	-2%	7%	1%	-23%	?	10%[57.1 µM]	-2%
CC(C)C(=O)Nc1nnc(S(=O)(=O)N(C)c2ccc(Cl)cc2)s1	-13%	-14%	-10%	38%	4%	-2%	5%	15%[57.1 µM]	-1%
CC(=O)Nc1ccc(NC(=O)c2ccc(NC(=O)c3ccccc3)cc2)cc1	15%	-29%	i	27%	-2%	-23%	?	35%[activator]	6%
COc1ccc(C(=O)/C=C/c2ccc3c(c2)OCCO3)cc1	-3%	-21%	-9%	8%	3%	0%	34%[activator]	5%[57.1 µM]	-20%
CN(C)S(=O)(=O)c1cccc(NC(=O)CCc2nc3cc(S(=O)(=O)N4CCOCC4)ccc3n2C)c1	0%	14%	-4%	14%	-2%	5%	5%	-7%	1%
COc1ccc(C2(c3ccc(OC)cc3)NC(=O)N(CC(=O)NC(C)C)C2=O)cc1	10%	30%	i	-30%	2%	-13%	187%[activator]	-1%[57.1 µM]	5%
N#Cc1ccc(CSCC(=O)O)cc1	.	-16%	-9%	13%	-3%	-9%	1%	22%	-2%
Cc1ccc(NC(=O)c2ccc(F)cc2F)cc1NS(C)(=O)=O	0%	-6%	-1%	41%[activator]	-10%	-14%	143%[activator]	26%	-3%
COc1ccc(S(=O)(=O)Oc2cccc(C(=S)N3CCOCC3)c2)cc1	-7%	-13%	2%	31%	-2%	-16%	454%[activator]	-11%	-2%
COCCN(C(=O)COC(=O)c1cc2c(s1)CCCC2)c1c(N)n(Cc2ccccc2)c(=O)[nH]c1=O	-2%	2%	1%	3%	8%	-23%	-9%	9%	4%
CCN(CC)CCNC(=O)c1ccc(Sc2ccc(Cl)cc2)c(NC(C)=O)c1	3%	-5%	-1%	9%	-3%	-17%	-3%	23%[57.1 µM]	-4%
Cc1cc(NC(=O)CCC(=O)N(c2ccccc2)C(C(=O)NC2CCCC2)c2cccs2)no1 (stereo unspecified)	-2%	-38%	-9%	9%	-1%	-28%	-12%	16%[57.1 µM]	-1%
Cc1cccc(C)c1Nc1nn2c(=O)c3cc4c(cc3nc2s1)OCO4	-1%	18%	-3%	-8%	-2%	-34%	-4%	20%	-3%
Cc1ccc2[nH]c3c(=O)n(N)c(C)nc3c2c1	1%	22%	i	-4%	43%[activator]	-8%	-35%	-10%[57.1 µM]	8%
CSCC[C@H](NC(=O)[C@@H]1CSC2c3ccccc3C(=O)N21)C(=O)NCc1ccco1 (stereo partly specified)	8%	-4%	-9%	35%	-1%	-11%	25%	-8%	-6%
COc1ccc(NC(=O)CCCSc2ccccc2)cc1S(N)(=O)=O	-3%	-26%	0%	10%	2%	9%	15%	8%	-5%
CCNC(=S)NNC(=O)CC(C)C	-1%	3%	3%	57%[activator]	7%	0%[57.1 µM]	3%	7%[57.1 µM]	-1%
CCOc1ccc(-n2c(CC)nc3c(cnn3-c3ccc(Cl)cc3)c2=O)cc1	2%	19%	3%	32%	0%	-15%	-10%	-5%	5%
COC(=O)c1ccccc1NC(=O)CCn1c(=O)oc2ccccc21	-9%	18%	-1%	27%	-1%	-8%	-5%	-7%	11%
C=CCNC(=O)c1cc2sccc2n1C	-7%	26%[11.4 µM]	0%	51%[activator]	-4%	-10%[11.4 µM]	-10%	6%	-1%
CC(C)Cc1nc(Cl)c(C#N)c2c1CCC2	0%	1%	-3%	77%[activator]	-12%	42%[activator]	0%	14%	-3%

Fetched by structure from the list above:
SMILES	ERG Ets-DNA blk	RGS4 inhibitor	PGK inhibitor	HP1b binding inh	Pin1 inh	JMJD2A Tudor inh	ALOX12 inh	TrxR1 inh	GLS inh
Cc1cccc(C)c1Nc1nn2c(=O)c3cc4c(cc3nc2s1)OCO4	-1%	18%	-3%	-8%	-2%	-34%	-4%	20%	-3%
CSc1nn(-c2ccc(C(=O)OC(C(=O)NC(N)=O)C(C)C)cc2)c(=S)s1 (stereo unspecified)	-2%	-8%	1%	16%	4%	-13%	-8%	6%	-1%

Source: PubChem (National Center for Advancing Translational Sciences (NCATS))
